Assay outcomes deposited in PubChem BioAssay by several laboratories.
KOR beta-arrestin-1 – KOR agonists, beta-arrestin recruitment, primary screen, cell-based, luminescence, uHTS (AID 1777) | activation, % at 10 µM, or EC50 in µM where a hit was titrated | KOR beta-arrestin recruitment, luminescence; higher % means a stronger effect | Kappa-type opioid receptor (Homo sapiens) | 280,000 tested, 0.02% active; in the data active = activation above about 50%, passing the limit was not always enough; also: a part of the inactive calls stands beside numbers as strong as those of hits
KOR beta-arrestin-2 – KOR antagonists, beta-arrestin recruitment, cell-based, luminescence, uHTS (AID 1778). Kappa-type opioid receptor (Homo sapiens). KOR beta-arrestin recruitment, luminescence, antagonist mode; higher % means a stronger effect. one-dose inhibition, % at 10 µM; IC50 in µM for titrated hits. 290,000 tested, 0.091% active; also: strong numbers were not always called active
HEK293 NOD2/NF-kB – NOD2 signaling inhibitors, cell-based, luminescence, uHTS, HEK293 (AID 1566) | HEK293 NOD2/NF-kB luciferase reporter, luminescence; higher % means a stronger effect | one-dose inhibition, % at 4 µM; EC50 in µM for titrated hits | 290,000 tested, 0.63% active; also: many of its hits are not listed in these tables
T cell modulator – modulators of CD8 T cell-vesicle binding, primary screen, mouse 2C CD8+ T cells, flow cytometry; calls only at 7 µM; 330,000 tested, 0.068% active; 2C CD8+ T cell-vesicle binding; stronger effect = lower value; AID 2052, 2009;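 active = response, share of CD8 T cells binding vesicles, and their 90th percentile fluorescence all below set limits, cut at about 80% in these data, passing the limit was not always enough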
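Test system: purified 2C TCR transgenic mouse naive CD8+ T cells. Probe or stimulus: QL9-peptide-loaded Drosophila micro-vesicles bearing Ld, ICAM-1 and B7-1. Incubation: binding step 1.5 h, 37 °C, antibody labelling 20 min, ice. Measured by: flow cytometry of vesicle-bound cells.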
NTR1 ag – agonists of NTR1, primary screen, imaging, U2OS cells, beta-arrestin-GFP, high content (AID 493036); 330,000 tested, 0.17% active; Neurotensin receptor type 1 (Homo sapiens), P30989; NTR1-U2OS beta-arrestin-GFP spot imaging, agonist mode; activation, % at 20 µM;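 active = activation at or above 40% of the spot to cytoplasm intensity ratio, with at least 20 cells analyzed; inconclusive = wells under 20 cells, flagged as cytotoxic or low count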;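 also: 0% = DMSO without peptide and 100% = 100 nM NTR1 peptide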
Target sequence (P30989 whole entry, looked up): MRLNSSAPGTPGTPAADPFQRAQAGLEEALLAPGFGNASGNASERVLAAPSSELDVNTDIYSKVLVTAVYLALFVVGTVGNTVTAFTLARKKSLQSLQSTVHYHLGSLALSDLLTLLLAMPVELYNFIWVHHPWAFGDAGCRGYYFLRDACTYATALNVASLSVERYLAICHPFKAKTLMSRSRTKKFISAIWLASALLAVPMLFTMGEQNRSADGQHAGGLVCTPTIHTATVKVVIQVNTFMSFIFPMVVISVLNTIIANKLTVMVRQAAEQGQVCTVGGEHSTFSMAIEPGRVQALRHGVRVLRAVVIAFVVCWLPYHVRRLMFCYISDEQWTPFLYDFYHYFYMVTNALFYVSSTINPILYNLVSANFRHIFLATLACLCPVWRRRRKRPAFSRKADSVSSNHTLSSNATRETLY
GPR55 activation – GPR55 agonists via beta-arrestin recruitment, primary screen, imaging, U2OS cells, beta-arrestin-GFP redistribution (AID 1961); 290,000 tested, 0.048% active; U2OS GPR55 beta-arrestin-GFP redistribution imaging; higher % means a stronger effect; G-protein coupled receptor 55 (Homo sapiens); activation, % at 10 µM; hits with a dose series show EC50 in µM;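 active = activation above 40% with more than 50 cells counted in the well; inconclusive = wells holding fewer than 50 cells, flagged as toxic or sparse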;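 also: U2OS osteosarcoma cells stably expressing GPR55 and beta-arrestin-GFP; plate controls were DMSO negative control for no effect and LPI positive control for full effect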
GPR55 antagonists – GPR55 antagonists blocking LPI-driven arrestin recruitment, primary screen, imaging, U2OS, beta-arrestin-GFP, LPI agonist (AID 2013); G-protein coupled receptor 55 (Homo sapiens); U2OS GPR55 beta-arrestin-GFP translocation imaging, LPI antagonism; higher % means a stronger effect; one-dose inhibition, % at 10 µM; IC50 in µM for titrated hits; 290,000 tested, 0.13% active;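 active = spots per cell inhibited over 60%, with over 100 cells counted and total cytoplasm intensity under 500,000; inconclusive = wells with under 100 cells, flagged as likely toxic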;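 also: U2OS cells stably carrying GPR55 and arrestin-GFP stimulated by 5 µM LPI near EC80; imaged beta-arrestin-GFP aggregate spots per cell after agonist stimulation; plate controls were LPI-stimulated DMSO wells for no effect and DMSO wells without LPI for full effect; some results filed as inactive read as strong as hits; confirmed hits need IC50 under 10 µM and bright autofluorescent wells are also inconclusive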
Myeloid diff 2 – induction of myeloid progenitor differentiation, primary screen, cell-based, flow cytometry, MLPCN library | ER-HoxA9 myeloid progenitors, lysozyme-GFP differentiation | calls only at 10 µM | 360,000 tested, 1% active;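 active = normalized GFP-positive differentiation at or above the plate's own cutoff, the solvent-only control mean plus 3 SD; inconclusive = no clear call, values can overlap the other calls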;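 also: cells exposed to compound for four days before flow analysis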
NOD1 NF-kB reporter – NOD1 signaling inhibitors, primary screen, cell-based, luminescence, uHTS (AID 1578). NOD1-driven NF-kB luciferase reporter cells, luminescence; higher % means a stronger effect. inhibition, % at 4 µM, or EC50 in µM where a hit was titrated. 290,000 tested, 1% active; in the data active = inhibition mostly above about 36%, no sharp cut-off; inactive = mostly below about 34%;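 also: HEK-293T reporter cells stimulated with the NOD1 agonist gamma-tri-DAP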
T cell modulator vesicle-bound % – also measured in T cell modulator; calls as there; double positive events, %; measured here: CD8+ vesicle-bound cell fraction;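 binding gate set so that unloaded-vesicle control wells show 10% double positive cells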
NTR1 ag cell count 20 µM – also measured in NTR1 ag; calls as there; cell count; measured here: cell count, cytotoxicity flag
Myeloid diff 2 GFP+ MAC1+ % – further read-out of Myeloid diff 2, marked with its call; GFP+ MAC1+ double positive, %; measured here: differentiation confirmed by MAC1 staining
Numbers without * were called inactive; i = inactive; ? = inconclusive; / = not tested or not shown; [ ] = remark or other dose. Rule as the data show it, unless noted: active = inhibition above about 50%; inactive = the rest. This is a subset; the hit share may differ from the screen's.

SMILES | KOR beta-arrestin-1 | KOR beta-arrestin-2 | HEK293 NOD2/NF-kB | T cell modulator | T cell modulator vesicle-bound % | NTR1 ag | NTR1 ag cell count 20 µM | GPR55 activation | GPR55 antagonists | Myeloid diff 2 | Myeloid diff 2 GFP+ MAC1+ % | NOD1 NF-kB reporter
Cc1cc(/C=N/NC(=O)c2cc3ccccc3o2)c(C)n1C | -1.0% | -38% | -2% | i | 49 | -0.9 | 54 | -0.1% | 0% | i | 0.2 | -28%
Cc1cc(CN(C)C(=O)CC2C(=O)NCCN2CC(c2ccccc2)c2ccccc2)on1 (stereo unspecified) | / | -27%[20 µM] | 6% | i | 53 | -1.4 | 38 | -0.1% | 2% | i | 0.3 | -32%
O=C(Nc1ccccc1)/C(=C/c1ccc([N+](=O)[O-])cc1)NC(=O)c1ccco1 | -7.8% | 2% | 14% | i | 13 | 1.0 | 51 | 0.2% | 6% | i | 1.9 | 10%
O=C1CC(c2ccc(Cl)cc2)CC(O)=C1C=NCc1ccc(Cl)c(Cl)c1 (stereo unspecified) | 3.7% | 10% | -25% | i | 13 | 0.4 | 68 | 0.0% | -3% | i | 0.3 | 40%
CCOC(=O)c1c(C)c(C(=O)NCCN2CCOCC2)c(C)n1CC | -0.1% | 8% | 14% | i | 51 | -1.5 | 94 | -0.1% | 1% | i | 1.0 | 8%
CCc1ccc(N=C2NC(=O)/C(=C/c3cc(OC)c(OC)c(OC)c3)S2)cc1 | 2.1% | -24%[20 µM] | 19% | i | 71 | 7.4 | 48 | -0.3% | 7% | i | 0.5 | -4%
CCn1cc(Br)c(C(=O)N2CCN(c3ccccc3)CC2)n1 | 5.2% | -40% | 7% | i | 27 | -0.1 | 48 | -0.1% | -14% | i | 1.9 | -1%
CCN(CC)Cc1c(C(=O)N/N=C(\C)c2ccncc2)nnn1-c1nonc1N | -3.6% | -23% | 7% | i | 39 | -1.1 | 79 | 0.5% | 5% | i | 0.4 | -8%
c1ccc(C2[C@H]3CN(Cc4cccnc4)[C@H](c4ccccc4)C34CC2(c2ccccc2)C4)cc1 (stereo partly specified) | 3.9% | 8% | -24% | i | 11 | 3.0 | 92 | 0.7% | 1% | i | 1.5 | -5%
C[N+](C)(C)C(Cc1c[nH]c2ccccc12)C(=O)[O-] (stereo unspecified) | 2.1% | 21% | -1% | / | / | 0.8 | 98 | 0.0% | 7% | / | / | -2%
COc1cccc(NS(=O)(=O)c2ccc3[nH]cc(C(=O)NCCN4CCOCC4)c(=O)c3c2)c1 | 2.7% | -7% | -247% | i | 22 | -0.3 | 44 | 1.3% | 15% | / | / | -14%
CCCCOc1ccc(Cc2c(COCC)[nH]c(=S)[nH]c2=O)cc1 | -2.0% | -39% | 20% | i | 44 | 0.3 | 43 | -0.1% | 6% | i | 0.1 | -30%
Cc1c(NC(=O)CSc2nnnn2Cc2ccccc2)c(=O)n(-c2ccccc2)n1C | 12% | 22% | -5% | i | 7 | 0.0 | 55 | -0.2% | -14% | i | 9.6 | -19%
CCN(CC)S(=O)(=O)c1ccc2c(c1)NC(=O)C1CCCN21 (stereo unspecified) | -3.3% | 5% | 9% | i | 57 | 2.8 | 81 | 0.0% | 5% | i | 0.9 | 2%
CC(C)(C)c1nnc(NC(=O)C2CC(=O)N(CCc3ccc(F)cc3)C2)s1 (stereo unspecified) | 4.9% | -36% | 2% | i | 34 | -1.2 | 47 | -0.2% | -2% | i | 0.8 | -15%

Part of the list above, with two lines to a compound.
Order of values – KOR beta-arrestin-1 | KOR beta-arrestin-2 | HEK293 NOD2/NF-kB | T cell modulator | T cell modulator vesicle-bound % | NTR1 ag | NTR1 ag cell count 20 µM | GPR55 activation | GPR55 antagonists | Myeloid diff 2 | Myeloid diff 2 GFP+ MAC1+ % | NOD1 NF-kB reporter
CCc1ccc(N=C2NC(=O)/C(=C/c3cc(OC)c(OC)c(OC)c3)S2)cc1
    2.1% | -24%[20 µM] | 19% | i | 71 | 7.4 | 48 | -0.3% | 7% | i | 0.5 | -4%
Cc1cc(/C=N/NC(=O)c2cc3ccccc3o2)c(C)n1C
    -1.0% | -38% | -2% | i | 49 | -0.9 | 54 | -0.1% | 0% | i | 0.2 | -28%
Cc1cc(CN(C)C(=O)CC2C(=O)NCCN2CC(c2ccccc2)c2ccccc2)on1 (stereo unspecified)
    / | -27%[20 µM] | 6% | i | 53 | -1.4 | 38 | -0.1% | 2% | i | 0.3 | -32%
Cc1c(NC(=O)CSc2nnnn2Cc2ccccc2)c(=O)n(-c2ccccc2)n1C
    12% | 22% | -5% | i | 7 | 0.0 | 55 | -0.2% | -14% | i | 9.6 | -19%

(cont.)
SMILES | KOR beta-arrestin-1 | KOR beta-arrestin-2 | HEK293 NOD2/NF-kB | T cell modulator | T cell modulator vesicle-bound % | NTR1 ag | NTR1 ag cell count 20 µM | GPR55 activation | GPR55 antagonists | Myeloid diff 2 | Myeloid diff 2 GFP+ MAC1+ % | NOD1 NF-kB reporter
O=C(Nc1ccc(Nc2ccccc2)cc1)c1ccccc1F | 5.1% | -60%[20 µM] | -57% | i | 54 | 3.3 | 67 | -0.1% | 8% | i | 0.0 | -19%
c1ccc(-c2nnc3sc(-c4csc5c4CCCC5)nn23)cc1 | 2.1% | -50% | -45% | i | 55 | 22 | 56 | 0.2% | 0% | i | 0.9 | -16%
COc1ccc(N2CCN(C(CNC(=O)C(=O)NCCCn3ccnc3)c3ccco3)CC2)cc1 (stereo unspecified) | -0.3% | -2% | 13% | i | 28 | -1.0 | 57 | -0.3% | 7% | i | 0.7 | -28%
O=C1CC(c2ccccc2)CC(O)=C1C=NCc1ccc(Cl)cc1 (stereo unspecified) | 3.0% | 15% | 4% | i | 18 | 2.3 | 48 | -0.1% | 1% | i | 4.8 | 29%
COc1ccc(CNC(=S)Nc2cccc(F)c2)cc1 | 3.3% | -32%[20 µM] | -9% | i | 52 | 0.0 | 57 | -0.4% | -14% | i | 0.1 | 16%
O=C(NCCOc1ccccc1)C1CCCCC1 | -4.9% | 3% | -29% | i | 59 | -0.2 | 58 | 2.1% | -3% | i | 0.3 | -28%
Cc1ccc(NS(=O)(=O)c2ccc(NC(=O)C3CC3)cc2)cc1C | -0.9% | 3% | 32% | / | / | 2.6 | 49 | 0.0% | 1% | i | 0.5 | 10%
COc1cc(C)c(NC(=O)COc2ccc3c(c2)OCO3)cc1C | -0.7% | -2% | 5% | i | 10 | -0.7 | 39 | 0.3% | -7% | i | 0.4 | -26%
Cc1ccc(-c2noc(C3CCCN(S(=O)(=O)c4ccc(S(=O)(=O)N(C)C)cc4)C3)n2)o1 (stereo unspecified) | 4.9% | -15% | -13% | i | 36 | 5.1 | 42 | -0.1% | -13% | i | 5.2 | -19%
CCCCn1cnc2c(oc3nc4c(cc32)CCCC4)c1=O | 1.1% | 11% | -94% | i | 28 | 1.7 | 61 | -0.1% | 14% | i | 0.1 | -14%
COC(=O)CN1C(=O)[C@H]2[C@@H](/C=C/c3ccccc3)N3C(=O)CN(CCO)C(=O)[C@@]3(Cc3ccccc3)[C@H]2C1=O | -5.1% | -21%[20 µM] | 11% | i | 35 | -0.3 | 68 | 0.6% | -7% | i | 2.0 | -28%
Cc1ccc(NC(=O)CSc2n[nH]c(C)c2[N+](=O)[O-])cc1C | 1.1% | -53% | -6% | i | 5 | 3.8 | 88 | 0.4% | -6% | i | 0.6 | 68%
COc1cccc(N2CCN(C(=O)c3[nH]c(C)c(C(C)=O)c3C)CC2)c1 | 4.5% | -10% | -19% | i | 35 | -0.7 | 63 | -0.2% | 11% | ? | / | -8%
Cc1cc(OCC(=O)Nc2nnc(C3CC3)s2)ccc1[N+](=O)[O-] | -4.8% | -13% | 12% | i | 48 | 1.0 | 48 | 0.6% | 16% | i | 0.9 | -4%
Cc1cc(C)c2cc(C(c3nnnn3C3CCCC3)N3CCOCC3)c(=O)[nH]c2c1 (stereo unspecified) | 14% | -20% | 6% | i | 45 | 2.3 | 74 | 0.3% | -7% | i | 0.2 | 16%
O=C(O)c1ccc(-n2cccc2/C=C2/NC(=O)N(c3ccccc3)C2=O)cc1 | 0.4% | 10% | 8% | i | 37 | -1.2 | 70 | -0.1% | 0% | i | 0.4 | -8%
CCN(CC(=O)Nc1ccc2c(c1)OCCO2)C(=O)COc1ccc(C)cc1 | 5.8% | -17% | -22% | i | 66 | 1.1 | 40 | -0.1% | -1% | i | 5.4 | -15%
COc1ccccc1-n1c(-c2cn(C)nc2C)n[nH]c1=S | 2.7% | -5% | -3% | i | 9 | 2.2 | 61 | 0.2% | 1% | i | 0.3 | -27%
O=C1CCCN1Cc1ncnn1-c1ccccc1 | -4.1% | -19% | 10% | i | 13 | -0.7 | 36 | -0.1% | 10% | i | 1.1 | 7%
CNC(=S)N1N=C(c2ccc(C)cc2)CC1c1ccc(OC)cc1 (stereo unspecified) | 5.9% | 4% | 3% | i | 52 | 1.2 | 36 | 0.3% | 13% | i | 0.5 | 9%
CN(C)CCOc1ccccc1-c1ccccc1 | -0.1% | 0% | 3% | i | 38 | -0.2 | 91 | 0.2% | -12% | i | 0.7 | -14%
CCOC(=O)c1ccc2c(c1)[n+](CC)c(C)n2-c1ccccc1 | -5.1% | -4%[20 µM] | 20% | i | 52 | -0.5 | 35 | 0.2% | 0% | i | 0.4 | -23%
CCCCOc1ccc(C(=O)NCCc2ccccc2)cc1 | -1.2% | -1% | -92% | i | 37 | 0.0 | 40 | 0.2% | 3% | i | 0.5 | -50%
COc1cc(OC)cc(N(C(=O)CNC(=O)c2ccco2)C(C(=O)NCC2CCCO2)c2ccccc2)c1 (stereo unspecified) | -1.3% | -5% | 15% | i | 18 | -1.2 | 42 | 0.0% | -2% | i | 1.9 | 13%
Cn1c2c(c(=O)n(C)c1=O)C1c3ccccc3OCC1C(C)(C)O2 (stereo unspecified) | -0.6% | 21% | 20% | i | 58 | 3.0 | 57 | 0.4% | -4% | i | 3.0 | -5%
